Bioassay records: PubChem, National Center for Advancing Translational Sciences (NCATS)
MBNL1-CUG inh – blocks human MBNL1 binding to CUG repeat RNA. TR-FRET MBNL1-His/biotin-(CUG)12 binding, 665/545 ratio. Potency, µM (highest dose often 57.5 µM), for inactives: at the top dose activity change, negative = inhibition, actives largely listed as inhibitors. 0.036% of 280,000 active; active means well fitted inhibition curve with a large enough effect in the signal ratio, with a control signal flat, not every such curve was filed as active; inconclusive means small, poorly fitted or top-dose-only effect, or effect the other way, or a change in a side signal; inactive means no such curve, though single readings can be large or run the other way; the % refers to the signal ratio; further: on the % scale 0 is the no-effect control and ±100 the full control effect
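Compounds (final 92 nM to 58 uM) are added to His-tagged MBNL1 and biotin-(CUG)12, then terbium anti-His antibody and streptavidin-XL665 (5 nM final). After 60 min at room temperature, the 665/545 nm ratio is read.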
p53 reactivator – mutant p53 re-activation in reporter cells; Potency, µM (titrated, usually from 92.2 µM), without a hit: at the highest dose activity change, positive = activation, hits mostly activators; H1299 p53-A138V BP100-luciferase reporter, luminescence, 24 h; AID 504706; 0.063% of 320,000 active; further: % of control where 0% means no effect; nearly all actives have a fitted effect of over 45% in size
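p53-null H1299 cells stably carrying temperature-sensitive p53-A138V and a BP100-luciferase reporter were pinned with compounds (4-point, 1:5 series) and held 24 hrs at 37 deg C. Luminescence was read 10 min after detection reagent.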
BRCA1 expr act – activators of BRCA1 expression. MCF7-BRCA1-FFLuc reporter, luminescence, 48 h; response scale: scaled: vehicle 0%, 10 µM genistein 100%. Potency, µM (series often up to 46.1 µM), for the others: at the top dose activation, most hits filed as activators. 1.1% of 380,000 active; further: nearly all actives have a fitted effect of over 80% in size; some results filed as inactive show a strong effect at the top dose
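Cells: MCF7-BRCA1-FFLuc, 2000/well. Exposure: 48 h, 37 °C, 5% CO2. Read: luminescence, 15 min post-substrate. Controls: genistein 10 microM (maximal activation), DMSO (neutral).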
ELG1 genotoxic – genotoxicity induction in ELG1-luciferase HEK293T cells | HEK293T ELG1-luciferase reporter, luminescence, 16 h | Potency, µM (highest dose often 46 µM), for inactives: at the highest dose activity change, positive = activation, most hits filed as activators | 1.3% of 330,000 active | AID 504466; further: % of control where 0% means no effect; nearly all actives have a fitted effect of over 60% in size
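Genotoxic stress is detected as increased luminescence from luciferase-tagged ELG1 in HEK293T cells, measured with ONE-Glo after a 16 hr treatment at 37 °C.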
NPC1 prom act – NPC1 promoter activation. Huh7 NPC1 promoter luciferase reporter, 24 h. Potency, µM (titrated, usually from 9.22 µM), inactives show at the highest dose activation, usual class: activators. 2.4% of 320,000 active. AID 485313;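 further: % of control where 0% means no effect; nearly all actives have a fitted effect of over 60% in size; reporter is driven by a mutant NPC1 promoter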
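Luminescence from an NPC1 promoter-driven luciferase reporter in stably transfected Huh7 cells was measured after 24 h compound treatment at 37 °C, followed by 10 min ambient incubation with luciferase detection reagent.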
Rab9 prom act – Rab9 promoter activation. Huh7 Rab9 promoter-luciferase reporter, luminescence, 24 h. Potency, µM (series often up to 9.22 µM), for the others: at the highest dose activation, negative = inhibition, actives largely listed as activators. 2.8% of 320,000 active. AID 485297; further: % of control where 0% means no effect; nearly all actives have a fitted effect of over 60% in size
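Huh7 reporter line, Rab9 promoter upstream of luciferase. Compound exposure 24 h at 37 °C in reduced-serum medium with 10% FBS. Read-out: luminescence.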
uPA generation – blocks generation of uPA at the cell surface. cell surface uPA generation assay, qHTS. 0.31% of 330,000 active. Potency, µM (series often up to 38.3 µM), inactives show at the top dose activity change, negative = inhibition, most hits filed as inhibitors; active means well fitted inhibition curve with a large enough effect; inconclusive means small, poorly fitted or top-dose-only effect; inactive means no such curve, though single readings can be large or run the other way; tested in mouse RAW 264.7 cells; further: on the % scale 0 is the no-effect control and ±100 the full control effect; nearly all actives have a fitted effect of over 55% in size
FLuc counter – counter-screen for miR-21 project: firefly luciferase inhibitors or activators; purified FLuc, Km substrates, luminescence inhibition; 6.9% of 360,000 active; Potency, µM (titrated, usually from 57.5 µM), without a hit: at the highest dose activity change, negative = inhibition, hits mostly inhibitors; AID 588342; P08659;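 further: plate controls were vehicle for no effect and reference inhibitor for full effect; nearly all actives have a fitted effect of over 55% in size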
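Purified P. pyralis luciferase (10nM final) with 10uM D-luciferin and 10uM ATP (Km levels) in 50mM Tris acetate pH 7.5, 10mM Mg acetate, 0.01% Tween-20, 0.05% BSA; qHTS 6-point titration, ~60 µM downward; luminescence read.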
RORg inh – ROR gamma (mouse) transcription inhibition; 5.4% of 310,000 active; P51450; Drosophila S2 Gal4-RORgamma UAS-luciferase reporter, 20 h; Potency, µM (titrated, usually from 53.6 µM), for inactives: at the top dose activity change, negative = inhibition, usual class: inhibitors; AID 2551; further: on the % scale 0 is the no-effect control and ±100 the full control effect; nearly all actives have a fitted effect of over 60% in size
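Schneider cells (Drosophila), stable Gal4 DBD–ROR gamma + UAS-luc; 1 hr cmpd preincubation; Cu2+ induction 700 uM final; 20 hr ambient; luminescence.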
MLL CXXC-DNA inh – MLL CXXC-DNA interaction inhibition | Q03164 | MLL-CXXC / FITC-HOXA9 DNA fluorescence polarization | Potency, µM (titrated, usually from 115 µM), for the others: at the top dose activity change, negative = inhibition, most hits filed as inhibitors | 0.037% of 290,000 active; active means well fitted inhibition curve with a large enough effect in the polarisation, with a control signal flat, not every such curve was filed as active; inconclusive means small, poorly fitted or top-dose-only effect, or effect the other way, or a change in a side signal; inactive means no such curve, though single readings can be large or run the other way; the % refers to the polarisation
Target sequence (Q03164 whole entry, looked up): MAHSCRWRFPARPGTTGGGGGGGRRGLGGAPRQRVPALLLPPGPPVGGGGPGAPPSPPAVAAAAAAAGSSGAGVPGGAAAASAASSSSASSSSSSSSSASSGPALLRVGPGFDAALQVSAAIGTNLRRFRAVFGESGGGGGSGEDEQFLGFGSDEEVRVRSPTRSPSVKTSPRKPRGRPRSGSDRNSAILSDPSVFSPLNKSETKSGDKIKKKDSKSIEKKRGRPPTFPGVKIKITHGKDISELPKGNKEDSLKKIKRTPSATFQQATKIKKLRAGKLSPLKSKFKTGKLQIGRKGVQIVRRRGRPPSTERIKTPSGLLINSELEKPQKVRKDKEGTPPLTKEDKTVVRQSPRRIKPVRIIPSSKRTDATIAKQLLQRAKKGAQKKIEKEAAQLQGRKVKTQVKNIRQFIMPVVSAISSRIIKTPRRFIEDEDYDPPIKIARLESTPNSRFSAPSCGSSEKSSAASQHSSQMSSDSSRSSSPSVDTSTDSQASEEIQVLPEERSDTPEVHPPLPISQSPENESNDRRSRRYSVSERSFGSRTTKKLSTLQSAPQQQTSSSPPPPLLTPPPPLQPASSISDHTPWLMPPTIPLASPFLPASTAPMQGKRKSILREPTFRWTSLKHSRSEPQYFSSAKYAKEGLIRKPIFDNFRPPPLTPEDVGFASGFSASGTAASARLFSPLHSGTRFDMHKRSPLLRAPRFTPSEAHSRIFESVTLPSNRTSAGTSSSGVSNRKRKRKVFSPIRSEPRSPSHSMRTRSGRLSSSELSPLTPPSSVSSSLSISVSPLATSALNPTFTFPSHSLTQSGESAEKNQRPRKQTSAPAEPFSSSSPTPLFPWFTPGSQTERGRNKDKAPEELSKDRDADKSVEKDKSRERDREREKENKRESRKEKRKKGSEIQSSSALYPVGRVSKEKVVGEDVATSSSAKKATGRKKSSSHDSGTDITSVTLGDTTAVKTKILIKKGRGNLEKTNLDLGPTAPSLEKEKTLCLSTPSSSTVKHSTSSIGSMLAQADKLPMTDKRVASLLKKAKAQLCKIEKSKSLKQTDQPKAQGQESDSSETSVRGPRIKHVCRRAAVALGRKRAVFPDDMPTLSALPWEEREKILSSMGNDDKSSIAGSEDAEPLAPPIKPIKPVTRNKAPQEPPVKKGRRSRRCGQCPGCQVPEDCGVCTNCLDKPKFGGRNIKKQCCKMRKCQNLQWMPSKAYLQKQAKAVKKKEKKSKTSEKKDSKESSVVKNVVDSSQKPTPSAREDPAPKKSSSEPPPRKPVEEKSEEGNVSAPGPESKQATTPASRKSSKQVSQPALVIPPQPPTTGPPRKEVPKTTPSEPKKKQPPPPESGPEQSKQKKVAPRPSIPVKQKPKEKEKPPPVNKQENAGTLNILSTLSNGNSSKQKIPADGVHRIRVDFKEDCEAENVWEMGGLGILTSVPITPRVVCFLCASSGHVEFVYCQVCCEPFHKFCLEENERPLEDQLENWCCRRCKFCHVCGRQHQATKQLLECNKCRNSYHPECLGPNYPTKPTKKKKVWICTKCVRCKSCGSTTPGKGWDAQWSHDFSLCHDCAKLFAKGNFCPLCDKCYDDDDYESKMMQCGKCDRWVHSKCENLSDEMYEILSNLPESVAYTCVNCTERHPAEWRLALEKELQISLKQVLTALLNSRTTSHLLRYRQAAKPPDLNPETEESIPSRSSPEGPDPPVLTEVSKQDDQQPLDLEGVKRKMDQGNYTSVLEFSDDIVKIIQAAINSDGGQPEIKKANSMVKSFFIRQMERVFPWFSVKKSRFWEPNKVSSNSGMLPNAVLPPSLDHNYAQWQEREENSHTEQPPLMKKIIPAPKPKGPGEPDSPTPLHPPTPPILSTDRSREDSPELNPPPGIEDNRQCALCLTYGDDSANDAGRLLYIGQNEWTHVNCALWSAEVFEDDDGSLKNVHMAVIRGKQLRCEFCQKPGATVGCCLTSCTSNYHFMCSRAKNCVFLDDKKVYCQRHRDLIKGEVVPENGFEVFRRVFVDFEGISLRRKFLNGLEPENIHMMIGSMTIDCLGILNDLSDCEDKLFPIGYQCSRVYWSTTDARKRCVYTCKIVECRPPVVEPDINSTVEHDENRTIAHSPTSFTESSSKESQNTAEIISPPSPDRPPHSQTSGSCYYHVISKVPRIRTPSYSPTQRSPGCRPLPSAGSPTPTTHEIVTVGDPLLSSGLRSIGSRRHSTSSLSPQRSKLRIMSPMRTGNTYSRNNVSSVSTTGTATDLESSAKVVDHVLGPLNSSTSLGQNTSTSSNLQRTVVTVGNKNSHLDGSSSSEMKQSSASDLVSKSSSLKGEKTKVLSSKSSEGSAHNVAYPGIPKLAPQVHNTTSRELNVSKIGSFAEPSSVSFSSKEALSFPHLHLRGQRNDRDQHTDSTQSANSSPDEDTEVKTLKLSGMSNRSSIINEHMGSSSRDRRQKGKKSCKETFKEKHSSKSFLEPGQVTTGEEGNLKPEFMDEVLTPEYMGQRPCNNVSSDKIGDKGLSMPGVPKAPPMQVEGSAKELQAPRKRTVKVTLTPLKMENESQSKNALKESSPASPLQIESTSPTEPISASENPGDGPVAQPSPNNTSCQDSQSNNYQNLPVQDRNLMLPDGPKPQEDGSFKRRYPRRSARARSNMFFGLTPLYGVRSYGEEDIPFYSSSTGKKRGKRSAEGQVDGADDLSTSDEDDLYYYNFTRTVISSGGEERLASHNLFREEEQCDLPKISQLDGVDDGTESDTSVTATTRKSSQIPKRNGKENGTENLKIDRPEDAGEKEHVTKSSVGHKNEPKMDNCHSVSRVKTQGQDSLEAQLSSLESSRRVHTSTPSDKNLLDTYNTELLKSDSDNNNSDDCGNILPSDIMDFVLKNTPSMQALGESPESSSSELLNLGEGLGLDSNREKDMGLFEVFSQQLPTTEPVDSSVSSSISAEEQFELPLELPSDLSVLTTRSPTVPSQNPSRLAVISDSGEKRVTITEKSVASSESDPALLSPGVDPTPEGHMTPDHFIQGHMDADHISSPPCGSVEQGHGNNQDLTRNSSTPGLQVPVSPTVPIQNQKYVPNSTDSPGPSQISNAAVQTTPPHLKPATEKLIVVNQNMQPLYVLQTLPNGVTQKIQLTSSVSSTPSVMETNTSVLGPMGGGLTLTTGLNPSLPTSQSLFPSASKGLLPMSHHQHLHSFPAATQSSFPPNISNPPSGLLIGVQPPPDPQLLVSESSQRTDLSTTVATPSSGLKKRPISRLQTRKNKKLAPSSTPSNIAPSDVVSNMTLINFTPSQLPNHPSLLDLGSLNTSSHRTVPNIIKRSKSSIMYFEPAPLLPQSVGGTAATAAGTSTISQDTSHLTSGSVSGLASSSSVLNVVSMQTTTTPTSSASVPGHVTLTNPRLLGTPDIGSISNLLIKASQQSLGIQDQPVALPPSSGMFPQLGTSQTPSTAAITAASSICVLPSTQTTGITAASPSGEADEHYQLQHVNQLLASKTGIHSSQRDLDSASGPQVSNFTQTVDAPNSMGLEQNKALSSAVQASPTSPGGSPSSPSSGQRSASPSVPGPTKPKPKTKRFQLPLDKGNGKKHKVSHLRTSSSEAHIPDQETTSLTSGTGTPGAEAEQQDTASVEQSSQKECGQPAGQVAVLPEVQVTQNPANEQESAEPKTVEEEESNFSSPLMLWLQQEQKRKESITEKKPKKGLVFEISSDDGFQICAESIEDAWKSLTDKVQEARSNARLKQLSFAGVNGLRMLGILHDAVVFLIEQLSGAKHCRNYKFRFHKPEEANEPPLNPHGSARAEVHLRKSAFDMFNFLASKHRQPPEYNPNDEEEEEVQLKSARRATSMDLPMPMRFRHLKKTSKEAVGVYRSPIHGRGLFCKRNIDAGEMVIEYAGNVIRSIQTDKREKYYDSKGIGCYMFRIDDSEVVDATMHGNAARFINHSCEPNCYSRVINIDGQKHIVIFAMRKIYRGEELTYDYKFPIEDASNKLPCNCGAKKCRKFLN
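Fluorescence polarization: 7 uM MLL-CXXC (stock) preincubated 5 min with compounds, then 50 nM fluorescein-HOX-A9 DNA (stock) added; 30 min ambient. Buffer 50 mM Tris-HCl pH 7.5, 50 mM NaCl, 1 mM DTT, 0.05% BSA.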
VP16 counter – Gal4-VP16 reporter inhibition counter-screen. Drosophila S2 Gal4-VP16 UAS-luciferase, luminescence, 20 h. Potency, µM (doses to about 53.6 µM), for inactives: at the top dose activity, negative = inhibition, usual class: inhibitors. 3.5% of 310,000 active. AID 2546;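 further: Gal4-VP16 expression switched on by copper sulfate through the metallothionein promoter; on the % scale 0 is the no-effect control and ±100 the full control effect; nearly all actives have a fitted effect of over 50% in size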
Starred values were filed as active, the others as inactive; [ ] = remark or other dose. Unless noted, the call rests on the fitted dose curve; in most records, active means well fitted curve in the direction sought with a large enough effect; inconclusive means small, poorly fitted or top-dose-only effect, or another doubt; inactive means no such curve, though single readings can be large; an effect the other way counts as inactive or inconclusive. Potency means the concentration at half of the fitted maximal effect. Some of the compounds tested; the hit share may differ from the screen's.

CC(C)CC1=NC(C(F)(F)F)(C(F)(F)F)c2c(n(CC(C)C)c(=O)[nH]c2=O)N1 was read as MBNL1-CUG inh -7%, p53 reactivator -4%, BRCA1 expr act -17%, ELG1 genotoxic 4%, NPC1 prom act -4%, Rab9 prom act 1%, uPA generation 4%, FLuc counter 1%, RORg inh 2%, MLL CXXC-DNA inh -2% and VP16 counter 5%.
`CC(C)C[C@H](NC(=O)N1CCn2c1nc1ccccc12)C(=O)NCCc1ccccc1` gave MBNL1-CUG inh -6%, p53 reactivator -8%, BRCA1 expr act -2%, ELG1 genotoxic -3%, NPC1 prom act 2%, Rab9 prom act -2%, uPA generation 3%, FLuc counter 0%, RORg inh 16%, MLL CXXC-DNA inh -5% and VP16 counter -8%.
CCC(=O)n1nc(-c2ccc(OC)cc2)nc1NCc1cccs1 was read as MBNL1-CUG inh -8%, p53 reactivator 3%, BRCA1 expr act inconclusive, ELG1 genotoxic inconclusive, NPC1 prom act 18%, Rab9 prom act inconclusive, uPA generation 0%, FLuc counter 3%, RORg inh 10%, MLL CXXC-DNA inh 7% and VP16 counter -2%.
`O=C(CCC(=O)c1cccs1)Nc1nnc(C2CC2)s1` gave MBNL1-CUG inh 0%, p53 reactivator 3%, BRCA1 expr act 6%, ELG1 genotoxic 7%, NPC1 prom act 2%, Rab9 prom act 2%, uPA generation 3%, FLuc counter 1%, RORg inh 15%, MLL CXXC-DNA inh 4% and VP16 counter 9%.
`Brc1ccc(CSc2nccn2-c2ccccc2)cc1` gave MBNL1-CUG inh -1%, p53 reactivator 5%, BRCA1 expr act 0%, ELG1 genotoxic -2%, NPC1 prom act -2%, Rab9 prom act 0%, uPA generation 4%, FLuc counter -1%, RORg inh 14µM*, MLL CXXC-DNA inh 0% and VP16 counter -1%.
For COc1ccc(N2CCN(C3CCN(S(=O)(=O)c4ccc(F)cc4)CC3)CC2)cc1 the results were MBNL1-CUG inh 0%, p53 reactivator 12%, BRCA1 expr act 32%, ELG1 genotoxic -1%, NPC1 prom act 4%, Rab9 prom act -6%, uPA generation 1%, FLuc counter 1%, RORg inh -3% and VP16 counter -2%.
For CCOc1cccc2sc(N(CCN(CC)CC)C(=O)c3cccc([N+](=O)[O-])c3)nc12 the results were MBNL1-CUG inh inconclusive, p53 reactivator 9%, BRCA1 expr act -11%, ELG1 genotoxic -7%, NPC1 prom act -1%, Rab9 prom act -4%, uPA generation -18%, FLuc counter -3%, RORg inh -21%, MLL CXXC-DNA inh 6% and VP16 counter -12%.
Screening O=C(CN(Cc1ccccc1)C(=O)CNS(=O)(=O)c1ccccc1)NCC1CCCO1 (configuration not stated) returned MBNL1-CUG inh -6%, p53 reactivator -2%, BRCA1 expr act -4%, ELG1 genotoxic 3%, NPC1 prom act 1%, Rab9 prom act 3%, uPA generation 0%, FLuc counter 1%, RORg inh -14%, MLL CXXC-DNA inh -3% and VP16 counter 2%.
For O=CC1=C(c2ccccc2)Oc2ccccc2O1 the results were MBNL1-CUG inh -1%, p53 reactivator -9%, BRCA1 expr act -71%, ELG1 genotoxic 0%, NPC1 prom act -11%, Rab9 prom act 0%, uPA generation -3%, FLuc counter inconclusive, RORg inh inconclusive, MLL CXXC-DNA inh -29% and VP16 counter inconclusive.
CC(=O)NC(CCS(C)(=O)=O)C(=O)Nc1ccc(F)cc1Cl (configuration not stated) was read as MBNL1-CUG inh 4%, p53 reactivator 2%, BRCA1 expr act -5%, ELG1 genotoxic -3%, NPC1 prom act -6%, Rab9 prom act -1%, uPA generation 3%, FLuc counter 1%, RORg inh -17%, MLL CXXC-DNA inh 4% and VP16 counter 9%.
COc1ccc(C(=O)/C=C/c2ccc(OC3CSC3)cc2)cc1 was read as p53 reactivator 0%, BRCA1 expr act -2%, ELG1 genotoxic -1%, NPC1 prom act -3%, Rab9 prom act 1%, uPA generation -2%, FLuc counter 12µM*, RORg inh inconclusive, MLL CXXC-DNA inh 6% and VP16 counter -7%.
`CCOC(=O)N1CCC(NC(=O)C2CCCN(S(=O)(=O)c3cccc4nsnc34)C2)CC1` (configuration not stated) gave MBNL1-CUG inh inconclusive, p53 reactivator 8%, BRCA1 expr act -16%, ELG1 genotoxic -11%, NPC1 prom act -2%, Rab9 prom act 0%, uPA generation 7%, FLuc counter 2%, RORg inh 6%, MLL CXXC-DNA inh 14% and VP16 counter 0%.
CC(O)[C@H]1CN=C(N)N1CCc1cc(C(F)(F)F)cc(C(F)(F)F)c1 (some centres not stated) was read as MBNL1-CUG inh -9%, p53 reactivator 0%, BRCA1 expr act 4%, ELG1 genotoxic 2%, NPC1 prom act -28%, Rab9 prom act -3%, uPA generation 12%, FLuc counter 0%, RORg inh -2%, MLL CXXC-DNA inh 0% and VP16 counter -4%.
`Cc1cc(=O)[nH]c(N=N/C(=N/Nc2ccccc2C)c2ccccc2)n1` gave MBNL1-CUG inh 3%, p53 reactivator inconclusive, BRCA1 expr act -100%[inhibitor], ELG1 genotoxic 4%, NPC1 prom act -16%, Rab9 prom act -29%, uPA generation -9%, FLuc counter -20%, RORg inh 2.5µM*, MLL CXXC-DNA inh -21% and VP16 counter 5µM*.
`CCNc1nnc(SCC(=O)NC2CCCCCC2)s1` gave p53 reactivator -9%, BRCA1 expr act 7%, ELG1 genotoxic 5%, NPC1 prom act 6%, Rab9 prom act -1%, uPA generation -13% and FLuc counter 1%.

A draw from above in order of molar mass, low to high:
`O=C(CCC(=O)c1cccs1)Nc1nnc(C2CC2)s1` gave MBNL1-CUG inh 0%, p53 reactivator 3%, BRCA1 expr act 6%, ELG1 genotoxic 7%, NPC1 prom act 2%, Rab9 prom act 2%, uPA generation 3%, FLuc counter 1%, RORg inh 15%, MLL CXXC-DNA inh 4% and VP16 counter 9%.
`Brc1ccc(CSc2nccn2-c2ccccc2)cc1` gave MBNL1-CUG inh -1%, p53 reactivator 5%, BRCA1 expr act 0%, ELG1 genotoxic -2%, NPC1 prom act -2%, Rab9 prom act 0%, uPA generation 4%, FLuc counter -1%, RORg inh 14µM*, MLL CXXC-DNA inh 0% and VP16 counter -1%.
For CCOc1cccc2sc(N(CCN(CC)CC)C(=O)c3cccc([N+](=O)[O-])c3)nc12 the results were MBNL1-CUG inh inconclusive, p53 reactivator 9%, BRCA1 expr act -11%, ELG1 genotoxic -7%, NPC1 prom act -1%, Rab9 prom act -4%, uPA generation -18%, FLuc counter -3%, RORg inh -21%, MLL CXXC-DNA inh 6% and VP16 counter -12%.

Other records
For CCN(Cc1ccc2c(c1)OCCO2)C(=O)CSc1nc(C)nc2sc(C)c(C)c12 the results were p53 reactivator -14%, BRCA1 expr act -46%, ELG1 genotoxic -6%, NPC1 prom act -2%, Rab9 prom act -6%, uPA generation -2% and FLuc counter -2%.
Cc1nn(-c2ccccc2)c(Cl)c1/C=N/NS(=O)(=O)c1ccc(Br)cc1 was read as MBNL1-CUG inh -18%, p53 reactivator 1%, BRCA1 expr act 1%, ELG1 genotoxic 4%, NPC1 prom act -3%, Rab9 prom act -6%, uPA generation -2%, FLuc counter 0%, RORg inh 2%, MLL CXXC-DNA inh -3% and VP16 counter -4%.
For O=C(COC(=O)CNC(=O)C1CCCCC1)NCc1ccccc1 the results were p53 reactivator inconclusive, BRCA1 expr act -6%, ELG1 genotoxic 1%, NPC1 prom act -7%, Rab9 prom act 0%, uPA generation 4% and FLuc counter 1%.
For O=C(Nc1ccc(Cl)c([N+](=O)[O-])c1)c1ccc(NCCCN2CCOCC2)c([N+](=O)[O-])c1 the results were MBNL1-CUG inh 12%, p53 reactivator 8%, BRCA1 expr act 0%, ELG1 genotoxic 3%, NPC1 prom act -12%, Rab9 prom act -13%, FLuc counter 3%, RORg inh 5µM*, MLL CXXC-DNA inh 38%[activator] and VP16 counter inconclusive.
Screening CCN(C(=O)COC(=O)/C=C/c1c(C)nn(Cc2ccc(C)cc2)c1C)C1CCS(=O)(=O)C1 (configuration not stated) returned MBNL1-CUG inh -6%, p53 reactivator -3%, BRCA1 expr act 0%, ELG1 genotoxic -3%, NPC1 prom act 1%, Rab9 prom act -10%, uPA generation 1%, FLuc counter 5%, RORg inh 17%, MLL CXXC-DNA inh 2% and VP16 counter 0%.
CSc1ccc(CNCC2CCCO2)cc1 (configuration not stated) was read as MBNL1-CUG inh -3%, p53 reactivator 5%, BRCA1 expr act -45%, ELG1 genotoxic 1%, NPC1 prom act 0%, Rab9 prom act 4%, uPA generation -2%, FLuc counter -5%, RORg inh -2%, MLL CXXC-DNA inh -5% and VP16 counter 1%.
